Nox1 inh: blocks human NADPH oxidase 1 activity; Q9Y5S8; HT29 cells, luminol chemiluminescence ROS; inhibition, % at 6.7 µM; 16,000 compounds, 0.81% hits; AID 1792
Luminol counter: luminol signal inhibition, Nox1 inhibitor counter-screen; HRP/luminol/H2O2 chemiluminescence counterscreen; 16,000 compounds, 0.4% hits; inhibition, % at 6.7 µM; note: reference of the scale not given here
NOTCH ag: activates NOTCH signaling in reporter cells; NOTCH signaling luciferase reporter cells, luminescence; activation, % at 2.5 µM; 15,000 compounds, 0.4% hits; AID 434982; in the data active = activation above about 2.2%
KOR antag MB: blocks the human kappa opioid receptor, Maybridge compounds. OPRK1 cells, antagonist mode, fluorescence readout. inhibition, % at 9 µM. 16,000 compounds, 0.4% hits. AID 652031; in the data active = inhibition above about 50%
Target sequence (P41145 whole entry, looked up): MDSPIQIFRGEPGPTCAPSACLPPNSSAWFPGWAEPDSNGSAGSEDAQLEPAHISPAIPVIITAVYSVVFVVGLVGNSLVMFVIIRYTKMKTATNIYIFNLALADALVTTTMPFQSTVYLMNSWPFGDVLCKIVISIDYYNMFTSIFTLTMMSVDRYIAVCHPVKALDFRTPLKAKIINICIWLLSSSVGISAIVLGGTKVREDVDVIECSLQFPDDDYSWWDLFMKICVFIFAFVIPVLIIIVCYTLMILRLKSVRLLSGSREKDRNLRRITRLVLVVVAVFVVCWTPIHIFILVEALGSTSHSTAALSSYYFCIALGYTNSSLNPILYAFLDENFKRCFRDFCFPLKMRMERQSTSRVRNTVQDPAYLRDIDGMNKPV
S1P1 ag: S1P1 (human) receptor agonism; P21453; 16,000 compounds, 1.5% hits; AID 1044; S1P1 agonist cell-based reporter assay; activation, % at 4.5 µM; in the data active = activation above about 80%
TLR4 MyD88 blk: TLR4-MyD88 interaction inhibition; AID 811; O00206; 16,000 compounds, 0.06% hits; Cell-based TLR4-MyD88 binding inhibition assay; inhibition, % at 10 µM; in the data active = inhibition above about 45%
PME-1 Maybridge: inhibitors of human PME-1 in Maybridge library; AID 2291; recombinant PME-1, FP-Rh probe fluorescence polarization; 16,000 compounds, 0.5% hits; inhibition, % at 9 µM; Q9Y570; in the data active = inhibition above about 30%
Target sequence (Q9Y570 whole entry, looked up): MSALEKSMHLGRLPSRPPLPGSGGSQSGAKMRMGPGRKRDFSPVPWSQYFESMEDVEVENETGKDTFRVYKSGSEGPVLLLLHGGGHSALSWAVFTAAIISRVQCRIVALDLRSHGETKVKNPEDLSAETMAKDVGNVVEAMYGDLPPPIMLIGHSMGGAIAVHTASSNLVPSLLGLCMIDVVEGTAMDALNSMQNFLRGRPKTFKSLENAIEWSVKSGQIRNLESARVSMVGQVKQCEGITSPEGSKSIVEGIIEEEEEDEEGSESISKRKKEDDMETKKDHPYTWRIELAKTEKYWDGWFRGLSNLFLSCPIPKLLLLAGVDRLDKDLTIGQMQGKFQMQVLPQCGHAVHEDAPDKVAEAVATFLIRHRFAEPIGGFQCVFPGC
rat GALR2 ag: GALR2 (rat) receptor agonism; O08726; cell-based GALR2 agonist screen; activation, % at 10 µM; 16,000 compounds, 0.5% hits; in the data active = activation above about 15%
* hit, by the source's call; . = no result given. Cut-off read from the data, not from the text of the source, unless noted: active = inhibition above about 75%; inactive = the rest.

SMILES	Nox1 inh	Luminol counter	NOTCH ag	KOR antag MB	S1P1 ag	TLR4 MyD88 blk	PME-1 Maybridge	rat GALR2 ag
NC(=S)c1ccc(C2SCCS2)cc1	-10	0	-0.7	-6	19	-1	-1	-7
Cc1cc(NC(=O)Nc2cccc(S(N)(=O)=O)c2)c(C(F)(F)F)o1	-32	1	0.1	1	-34	-4	-4	0
COc1ccc(Cl)cc1NC(=O)Nc1ccc(N(C)C)cc1	99*	1	1.1	11	2	-5	6	-8
CC(=O)n1c2ccc(F)cc2c2nc3ccccc3nc21	9	-3	0.1	-13	-8	0	3	-5
O=C(c1sccc1Cl)N1CCCN(c2nccc(C(F)(F)F)n2)CC1	-51	-1	-0.2	17	7	10	0	-5
Cc1cc2c(NC(=O)CSCC(=O)O)cccc2nn1	-34	1	-0.2	-12	-11	5	2	-6
N#C/C(=N\Nc1ccc(F)cc1)C(=O)C1CC1	-54	15	-0.5	2	16	-1	0	1
O=C(NCc1ccc(F)c(Cl)c1)Nc1csc([N+](=O)[O-])c1	-1	-5	-0.9	12	16	-7	5	-9
O=C(NC1CCCc2ccccc21)c1cccs1 (stereo unspecified)	0	-9	-0.3	2	7	-2	7	-6
Cc1cc(NCc2cccnc2)no1	-27	-4	-0.3	13	-10	-5	2	-6
CCOC(=O)Nc1ccc(C(F)(F)F)cc1Cl	-40	-2	-0.3	8	-8	6	0	-5
N#C/C(=C\N1CCN(Cc2ccccc2)CC1)S(=O)(=O)c1ccc(Cl)cc1	2	-4	-5.7	24	2	-8	4	-6
Cc1c(C)c(C)c(C(=O)c2ccccc2C(=O)NN)c(C)c1C	-9	2	-0.1	-16	81*	-7	-5	-7
O=C(O)c1nccnc1C(=O)NC1CCN(Cc2c(F)cccc2Cl)CC1	-1	-6	-0.2	-9	9	6	4	-4
CC(C)(C)C(=O)Nc1ncccc1C(=O)O	-62	2	-0.7	3	68	2	1	3
N#CC(C#N)C(CC(=O)c1ccc(Cl)cc1)c1cccs1 (stereo unspecified)	14	-4	-0.1	11	-11	3	-8	-6
O=C(CCCC(=O)NCc1cccs1)NCc1cccs1	-23	3	.	-2	-1	-4	1	-4
O=C(CSc1nc(-c2ccc(Cl)cc2)[nH]c(=O)n1)Nc1ccc(Cl)cc1	13	4	-0.3	-1	-10	-1	-15	-5
O=[N+]([O-])c1ccc(-c2ccn[nH]2)s1	2	-6	-0.3	0	-14	-8	5	-6
CN(n1cnc2ccsc2c1=O)S(=O)(=O)c1ccc(Cl)cc1	22	-6	0.4	-6	-1	-7	8	-8
O=[N+]([O-])c1cc(Br)cnc1Sc1nnc(SCC2CC2)s1	-3	-3	-1.4	44	7	-28	11	-8
O=C(Nc1ccc(Cl)cc1)c1cc(-c2cccs2)on1	10	-9	-0.6	0	48	-7	0	-5
O=C1Nc2ccccc2/C1=C/c1c(Sc2ccc(Cl)cc2)nc2sccn12	15	2	-0.3	-14	7	-3	0	-4
O=C1NCCN1CCNS(=O)(=O)c1cc(Cl)sc1Cl	14	-7	-0.4	4	-8	2	4	-6
CCCCCCCN=C(C)c1ccccc1O	19	-3	-0.3	-22	-13	-6	3	-7
CN1CCN(c2ccc(NC(=O)Cc3ccccc3)cc2)CC1	-46	0	0.1	-17	-11	4	0	-7
CCN(CC)CCNS(=O)(=O)c1c(C)c(C)c(C)c(C)c1C	-41	-3	-0.4	-4	-6	8	3	-4
O=C1ON(c2ccccc2)C(=O)/C1=C/c1ccccc1	2	8	-0.2	13	3	0	-3	-5
CN(C)S(=O)(=O)c1cc(S(=O)(=O)N(C)C)c(Cl)s1	-28	1	-0.7	31	18	9	4	-7
O=C1c2cccc3c([N+](=O)[O-])ccc(c23)C(=O)N1CCCN1CCOCC1	9	-8	-0.9	-10	11	-1	9	-5
CCc1ccnc(NS(=O)(=O)c2ccc3c(c2)CCO3)c1	30	-6	-0.6	23	8	7	3	-3
NNC(=O)c1csc(-c2cccc(-n3cccc3)c2)n1	2	-5	-1.1	9	-7	6	7	0
Cc1ccc(N2CC(=O)N(N)CC2=O)cc1	-70	2	-0.1	-13	-8	0	3	-7
O=S(=O)(NCC1CCN(S(=O)(=O)c2ccccc2)CC1)c1cccs1	-51	0	-0.9	9	-4	-2	14	-3
Cn1cc(-c2ccccc2C(N)=O)c(=O)c2ccccc21	4	-6	-0.1	10	-2	0	3	-3
O=C(Cn1c(=Nc2ccc(F)cc2)oc2ccccc2c1=O)c1ccccc1	-1	-5	-0.7	-22	-8	-5	5	-6
CC1(C)OC(=O)C(=NNc2cc(C(F)(F)F)cc(C(F)(F)F)c2)C(=O)O1	7	-1	-0.4	-20	2	-8	-14	-8
O=[N+]([O-])c1c(N2CCOCC2)ccc2nsnc12	24	6	-0.3	6	-2	1	5	55*
N#Cc1cnn(-c2ccccc2)c1NC(=O)CN1CCCCC1	2	0	0.3	13	-10	4	1	-6
CN1C(=O)C/C(=N\O)N(C)C1=O	72	-1	0.5	2	-13	4	2	-2
Cc1n[nH]c(C)c1Sc1ncccn1	-41	0	-0.2	2	-13	0	-1	-4
Cc1nc(N)n(C)c(=O)c1C	-24	4	-0.5	7	10	8	2	-4
O=[N+]([O-])c1cnc(Sc2nnc(-c3ccc(Cl)cc3)o2)s1	-75	1	-0.6	-17	-1	11	0	-14
COC(=O)CSc1nnc(SC)n1C	-19	-7	-0.4	24	-2	1	2	-4
O=C(O)c1ccc([N+](=O)[O-])c(CS(=O)(=O)c2ccccc2)c1	2	-3	0.0	5	-2	-13	-3	-8
COc1ccc(OC)c(CCCc2cc(OC)ccc2OC)c1	-23	1	.	-11	-33	-1	1	-7
Cc1nn(C)c(C(=O)Nc2cc(C(F)(F)F)cc(C(F)(F)F)c2)c1[N+](=O)[O-]	12	-2	0.8	-4	-64	2	3	-5
O=C(c1ccc(Br)o1)N(Cc1ccccc1)Cc1ccccc1	-68	2	-0.5	-24	14	15	0	-15
CCN=C(NCC)Nc1ccc(Cl)cc1	10	-5	-1.0	3	3	-6	4	-8
N#CC(C#N)=CNNc1ncnc2ccsc12	37	-4	0.1	-17	4	0	4	-4

The listing continues:
SMILES	Nox1 inh	Luminol counter	NOTCH ag	KOR antag MB	S1P1 ag	TLR4 MyD88 blk	PME-1 Maybridge	rat GALR2 ag
O=C(Nc1ccc(OC(F)(F)F)cc1)Nc1ccc(C2=NCCO2)cc1	-5	-8	.	-4	11	-10	-27	-8
Cc1nc2cc(Cl)ccc2c(=O)n1Cc1ccncc1	9	2	-0.5	-23	-27	3	-2	-7
Cc1ccc(S(=O)(=O)N(C)C)cc1NC(=O)c1cccnc1Sc1ccccc1	-69	0	-0.6	-12	-5	9	9	0
O=S(=O)(Nc1ccccc1SCc1cccc(Cl)c1F)c1cc(Cl)sc1Cl	17	-2	-0.5	12	-6	0	2	-7
FC(F)(F)c1cc(N/N=C2/CCSc3sccc32)cc(C(F)(F)F)c1	-16	4	-0.8	-6	-29	5	-6	-14
CC(C)(C)OC(=O)N1CCN(CCNC(=O)Nc2cc(Cl)cc(Cl)c2)CC1	-57	0	-1.1	-20	-8	4	4	-6
CC(=O)N1CCc2ccc(NC(=O)c3c(-c4c(Cl)cccc4Cl)noc3C)cc21	-16	-8	-0.7	0	-1	-4	3	-8
COc1ccc(OC)c(SCC(=O)O)c1	-2	-5	0.0	23	-3	2	7	-4
CCOC(=O)c1cc(-c2ccc(Cl)cc2)[nH]c(=O)c1C#N	-43	-1	0.5	15	11	-4	-1	-2
Cc1cc(Sc2ccc([N+](=O)[O-])c(O)c2)c(C)cc1Cl	9	-1	-0.4	14	25	-5	11	-4
O=C(O)c1ccccc1S(=O)c1ccccc1CCO (stereo unspecified)	16	-5	0.0	-7	2	-8	6	-7
CSC(=S)N(C)NC(=O)Nc1cccc(Cl)c1	-61	0	-5.8	4	0	6	-4	-3
O=C(Nc1ccc2c(c1)OCCCO2)Nc1cc2ccccc2s1	-73	-1	0.1	16	30	-5	-2	-1
CN1CCN(CC(=O)Nc2ccc(S(N)(=O)=O)cc2)CC1	-49	0	0.1	4	-9	3	-1	-6
COc1ccc(S(=O)(=O)NNC(=O)c2cccn2-c2ccc(F)cc2)cc1	16	25	0.0	-34	-7	3	3	-4
CCC(=O)Nc1ccc(-c2nnc(C(F)(F)F)o2)cc1C	-69	4	-0.4	17	-8	-3	3	-7
CCCCCCCCCCCCCCOS(=O)(=O)c1cc(OC)ccc1OC	-14	2	-0.8	12	0	-5	-1	-9
O=C(Cn1c2c(c(=O)n3ncnc13)CCC2)N/N=C/c1cccs1	-24	-2	0.1	-9	-8	1	1	-6
O=C1/C(=C/c2ccco2)COC/C1=C\c1ccco1	-76	0	-0.8	2	-10	4	-1	-4
Cc1[nH]c2ccccc2c1Sc1ccc(Cl)cc1	-26	-12	-0.7	1	33	-8	0	-9

S1P1 ag: hit marks shown above.
SMILES	Nox1 inh	NOTCH ag	KOR antag MB	S1P1 ag	TLR4 MyD88 blk	PME-1 Maybridge	rat GALR2 ag
Cc1c(C)c(C)c(C(=O)c2ccccc2C(=O)NN)c(C)c1C	-9	-0.1	-16	81*	-7	-5	-7

Next results follow.
SMILES	Nox1 inh	Luminol counter	NOTCH ag	KOR antag MB	S1P1 ag	TLR4 MyD88 blk	PME-1 Maybridge	rat GALR2 ag
OC(CNCc1ccc2c(c1)OCO2)COc1ccc(-c2csnn2)cc1 (stereo unspecified)	-5	-7	-0.8	-3	-8	-10	-2	-6
CC(=O)N[C@H]1[C@@H](OCc2ccccc2)O[C@H](CO)[C@@H](O)[C@@H]1O	-8	-2	-0.2	5	-2	-7	1	1
O=S(=O)(c1ccc(Cl)s1)N1CCN(C(c2ccccc2)c2ccccc2)CC1	-63	3	6.4*	-10	-8	2	-7	-8
COC(=O)c1sccc1O	16	-6	-0.4	-6	7	.	8	-5
CC(=O)c1sc(-c2ccccc2)cc1N	5	3	-0.4	2	-26	-2	-3	-5

Structures from the list above that contain four or more nitrogen atoms:
SMILES	Nox1 inh	Luminol counter	NOTCH ag	KOR antag MB	S1P1 ag	TLR4 MyD88 blk	PME-1 Maybridge	rat GALR2 ag
O=C(c1sccc1Cl)N1CCCN(c2nccc(C(F)(F)F)n2)CC1	-51	-1	-0.2	17	7	10	0	-5
O=C(O)c1nccnc1C(=O)NC1CCN(Cc2c(F)cccc2Cl)CC1	-1	-6	-0.2	-9	9	6	4	-4
O=C(CSc1nc(-c2ccc(Cl)cc2)[nH]c(=O)n1)Nc1ccc(Cl)cc1	13	4	-0.3	-1	-10	-1	-15	-5
O=[N+]([O-])c1cc(Br)cnc1Sc1nnc(SCC2CC2)s1	-3	-3	-1.4	44	7	-28	11	-8
NNC(=O)c1csc(-c2cccc(-n3cccc3)c2)n1	2	-5	-1.1	9	-7	6	7	0
O=[N+]([O-])c1c(N2CCOCC2)ccc2nsnc12	24	6	-0.3	6	-2	1	5	55*
N#Cc1cnn(-c2ccccc2)c1NC(=O)CN1CCCCC1	2	0	0.3	13	-10	4	1	-6
Cc1n[nH]c(C)c1Sc1ncccn1	-41	0	-0.2	2	-13	0	-1	-4
O=[N+]([O-])c1cnc(Sc2nnc(-c3ccc(Cl)cc3)o2)s1	-75	1	-0.6	-17	-1	11	0	-14
Cc1nn(C)c(C(=O)Nc2cc(C(F)(F)F)cc(C(F)(F)F)c2)c1[N+](=O)[O-]	12	-2	0.8	-4	-64	2	3	-5
N#CC(C#N)=CNNc1ncnc2ccsc12	37	-4	0.1	-17	4	0	4	-4
CC(C)(C)OC(=O)N1CCN(CCNC(=O)Nc2cc(Cl)cc(Cl)c2)CC1	-57	0	-1.1	-20	-8	4	4	-6
CN1CCN(CC(=O)Nc2ccc(S(N)(=O)=O)cc2)CC1	-49	0	0.1	4	-9	3	-1	-6
O=C(Cn1c2c(c(=O)n3ncnc13)CCC2)N/N=C/c1cccs1	-24	-2	0.1	-9	-8	1	1	-6
